Screens (PubChem)
miR122 inh – inhibitors of miR-122 in Huh7 cells; Huh7 miR-122 Renilla luciferase sensor, 48 h; neutral wells = 0, positive control = 100; activation (reporter increase), % at 12.5 µM; 340,000 tested, 0.3% active;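 active = mean replicate activation score at least 90 and every replicate individually at or above 90; inconclusive = only one of the two criteria met; inactive = neither criterion met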;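 note: higher luciferase means less miR-122 activity so hits act as miR-122 inhibitors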
GSIS activator – GLuc luminescence reporter in INS-1E cells, primary screen for activators of glucose-dependent secretion of insulin | 370,000 tested, 0.61% active | activation, % at 16.6 µM | INS-1E GLuc reporter insulin secretion, 2-3 h;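 active = lowest replicate activation of at least 40%, so every replicate reaches that level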;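 note: 0% = median of neutral control wells and 100% = median of IBMX positive control wells; some compounds called inactive have numbers as strong as hits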
F508del corr – correctors of CFTR F508del function in bronchial epithelial cells | CFBE cells, YFP halide quenching; stimulated with forskolin plus potentiator P3; % fluorescence drop versus neutral controls | activity (quench increase), % at 7.58 µM | 350,000 tested, 0.36% active;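 active = mean added fluorescence quench of at least 8% versus neutral control, with both replicates also reaching 8%; inconclusive = only one of the mean or replicate conditions met; inactive = mean below 8% and not both replicates reaching 8%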;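 note: cells transiently co-express mutant CFTR-F508del with the halide-sensitive YFP; corrector assay measuring rescue of mutant channel to the surface after 24 h compound exposure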
EWS-Fli inh – EWS/Fli transcriptional activity inhibition. 350,000 tested, 0.67% active. inhibition, % at 12.6 µM. A673 NR0B1-luciferase reporter, viability-normalised. AID 651661;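 active = mean inhibition of at least 50% after viability correction, with every replicate also passing that limit; inconclusive = mean reaches 50% but only one of two replicates passes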;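 note: firefly luciferase signal divided by Alamar Blue viability fluorescence both relative to DMSO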
DENV2 CPE – protects cells from dengue virus 2 cytopathic effect | DENV2-infected cells, cytopathic effect rescue, plate reader | 350,000 tested, 1.7% active | CPE inhibition, % at 9.99 µM; in the data active = CPE inhibition above about 20%, passing the limit was not always enough; inconclusive = no clear call, values can overlap the other calls; tested in BHK-21 cells;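 note: 0% = median of neutral control wells and 100% = median of positive control wells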
FN deposition inh – fibronectin deposition inhibition. AH1F fibroblasts, Alexa488-fibronectin deposition fluorescence, overnight. inhibition, % at 12.6 µM. 350,000 tested, 0.086% active;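 active = mean inhibition across replicates of 30% or more, regardless of how many single replicates reach that level; inconclusive = mean under 30% yet at least half of replicates reach 30%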;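 note: positive control wells lacked labelled fibronectin entirely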
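Assay system: AH1F fibroblast monolayer, labelled fibronectin deposition. Amount: 10000 cells per well. Also added: labelled fibronectin 24 nM. Compound: single-point pinned compound. Incubation: cell attachment 1 h, compound and FN exposure overnight. Detection: fluorescence after three HBSS washes, excitation 485 nm, emission 525 nm. Read-out: inhibition of fibronectin deposition signal.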
PAX8 inh HTS – PAX8 transcriptional activity inhibition. RMG-I TPO-luciferase reporter, SteadyGlo, 24 h. inhibition, % at 12.6 µM. 360,000 tested, 1.2% active;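 active = mean replicate inhibition at least 60% with every replicate also reaching 60%; inconclusive = only one of the two criteria is met; inactive = mean below 60% and not all replicates reaching 60%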;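 note: luciferase light reporting Pax8 driven TPO promoter activity; plate controls were median of neutral control wells for no effect and mitoxantrone controls for full effect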
Starred values were filed as active, the others as inactive; ? = inconclusive; / = no result given; [ ] = remark or other dose.

SMILES	miR122 inh	GSIS activator	F508del corr	EWS-Fli inh	DENV2 CPE	FN deposition inh	PAX8 inh HTS
CCCCCn1c(CN2CC(C)OC(C)C2)nc2c1c(=O)n(C)c(=O)n2C (configuration not stated)	-3	/	-1.2	8	?	-2	-16
CCn1c(SCC(=O)N/N=C/c2c[nH]c3ccccc23)nnc1-c1ccc(C)cc1	57	2	0.3	7	1	-11	16
O=C(O)CCCNC(=O)CCCNC(=O)C(c1ccccc1)c1ccccc1	/	7	/	11	1	3	-10
CC(=O)OC[C@@H]1CN(Cc2ccccc2)C[C@H](n2cnc3c(N4CCN(c5ccccc5)CC4)ncnc32)O1	6	/	-4.6	6	?	4	-11
COc1ccccc1C(=O)NCCC(=O)N(C)CC(=O)Nc1c(Cl)cccc1Cl	-6	-7	-0.5	-3	?	-5	-20
CCCOC(=O)/C(=C\c1ccc([N+](=O)[O-])o1)NC(=O)c1ccccc1	-5	/	/	/	/	3	4
COC(=O)C[C@H]1C=C[C@H](NS(=O)(=O)c2ccc(OC)cc2)[C@@H](CO)O1	/	2	-0.1	-3	0	0	11
Cc1ccnc(SCC(=O)N2CCCc3ccccc32)n1	22	3	1.4	-14	2	4	-27
Cc1ccc(C)c(S(=O)(=O)NCc2ccc(C(=O)N3CCN(c4ccccc4)CC3)cc2)c1	15	-18	-0.3	6	4	-1	15
O=C(NC1CCCCC1)C(c1cc2ccccc2o1)N1CCOCC1 (configuration not stated)	-2	8	-2.2	3	-10	-11	-4
N#Cc1ccc(OC(=O)Cc2ccsc2)cc1	-2	19	1.0	4	5	4	-2
CSc1nc(-c2ccccc2)nn1C(=O)c1ccc(Cl)cc1	-1	/	/	/	/	-6	-31
CC1(C)CC(=O)C2=C(C1)NC(=O)NC2c1ccccc1 (configuration not stated)	/	-2	0.0	-7	2	/	3
CCOC(=O)[C@]12CCC=C1N(Cc1ccccc1)C(=O)[C@H](CC(=O)NCCCN1CCCC1=O)C2	/	4	-0.7	-7	?	/	18
COc1ccc(N2C[C@@]3(O)CC[C@@H](O)[C@@H](OC)[C@@H]3[C@@](C)(O)[C@@H]2CC=C(C)C)cc1	/	12	0.6	-5	-9	5	3
C[C@@H]1CN([C@H](C)CO)C(=O)c2cc(NC(=O)Nc3ccc(F)cc3)ccc2O[C@@H](C)CCCCO[C@H]1CN(C)C(=O)NC1CCCCC1	-14[16.7 µM]	-21	-2.3	14	21*	5	84*
COc1cccc(OC)c1C(=O)OCC(=O)NCC1CCCCC1	4	8	-2.3	0	6	6	-1
COc1ccccc1CN1C(=O)[C@@H]2Cc3c([nH]c4ccccc34)C(C)(C)N2C1=O	/	-10	1.2	3	?	-2	28
Cc1ccc2c(c1)CCCN2C(=O)NC1CCCCC1	/	30	0.9	9	2	0	2
COc1ccc(NC(=S)Nc2ccc3cn[nH]c3c2)cc1	11	0	1.5	-4	3	0	-90
O=C(NCc1ccco1)C(=O)NCC1OCCN1S(=O)(=O)c1ccc(F)cc1 (configuration not stated)	-9	/	2.6	7	-3	-5	-1
CCN(CC(=O)Nc1ccc2c(c1)OCCO2)C(=O)CC1CCCC1	1	/	/	/	/	2	-9
CC(=O)N1CCCN(Cc2cn(-c3ccc(C)cc3)nc2-c2ccc(F)cc2)CC1	/	-14	-0.3	6	0	-5	-4
COc1ccccc1-c1ccc([C@@H]2[C@@H](C#N)N(C(=O)C3CCCCC3)[C@@H]2CO)cc1	/	-12	-3.2	9	-8	8	0
COCCNC(=O)C1(C)CCCN(Cc2ccc(OCc3ccccc3)cc2)C1 (configuration not stated)	2	/	2.8	-4	-6	/	20
Cc1ccc([N+](=O)[O-])c(OCc2ncc(Cl)n2C)c1	1	9	2.2	-54	-4	11	24
COc1ccc(OC)c(NC(=O)CC2(CC(=O)O)CCCC2)c1	1	-8	0.2	-6	-4	4	1
CN(C)CC(=O)N[C@@H]1CC[C@@H](CCNS(=O)(=O)c2ccccc2)O[C@H]1CO	/	-2	-4.6	2	-1	-7	-6
CC(C)NC(=O)c1ccc(CS(=O)(=O)c2ccc(Br)cc2)o1	-2	-5	1.9	-10	4	-7	-4
COc1cccc(C(=O)Nc2ccc(C(=O)c3ccncc3)cc2)c1	-5	-10	4.4	-4	-3	5	-2
CCCCOCC1CN(CCCC)S(=O)(=O)c2c(Oc3ccc(OC)cc3)cccc2O1 (configuration not stated)	/	-30	3.4	9	?	3	-8
COc1ccccc1NC(=O)C(C)OC(=O)CN1C(=O)C2CC=CCC2C1=O (configuration not stated)	/	15	-2.2	2	-4	2	5
O=C(O)C1CCCCC1C(=O)Nc1ccccn1 (configuration not stated)	-3	/	/	/	/	-2	-8
O=C(N=C1SC2CS(=O)(=O)CC2N1c1ccc(F)cc1F)C1CC1 (configuration not stated)	-7	-5	-0.9	/	20	-13	3
COCCN1Cc2cccc(C(=O)NCc3cccs3)c2C1=O	-12	15	/	4	-5	2	0
C=CCc1cccc(/C=N/NC(=O)CNc2cccc3ccccc23)c1O	/	/	/	6	0	5	30
COc1ccc(/C=C(/NC(=O)c2ccc([N+](=O)[O-])cc2)C(=O)NCCCN(C)C)cc1	/	-14	-5.2	3	-6	-2	7
C[C@@H]1CN([C@H](C)CO)S(=O)(=O)c2ccc(C#Cc3cccc(F)c3)cc2O[C@@H]1CN(C)S(=O)(=O)c1ccccc1F	21[16.7 µM]	-19	3.8	10	-4	7	/
O=C(Nc1ccc(Cl)cc1C(=O)NCc1cccnc1)c1ccco1	-7	15	/	/	/	-3	/
CC(C)NC(=O)N(C)C[C@@H]1OCCCC[C@@H](C)Oc2ccc(NC(=O)Nc3ccc4c(c3)OCO4)cc2C(=O)N([C@H](C)CO)C[C@@H]1C	11[16.7 µM]	11	-0.6	-29	0	/	2
CC(=O)Nc1ccc(-c2csc(NC=C3C(=O)OC(C)(C)OC3=O)n2)cc1	/	-13	1.0	-13	/	-13	-32
CCC(C(=O)O)n1cnc2scc(-c3ccc(C)c(C)c3)c2c1=O (configuration not stated)	2	0	-2.3	-3	1	4	5
Cc1onc(-c2ccccc2)c1C(=O)N1CCN(c2ccccn2)CC1	2	5	-1.2	7	-6	/	-1
COc1ccc(NC(=O)COC(=O)Cn2cnc3ccccc32)cc1	/	-7	-0.3	4	-4	-9	-1
Cc1cc(NC(=O)c2cc(C)on2)n(-c2ccccc2)n1	/	20	/	/	/	7	-4
Cc1ccc(S(=O)(=O)N/N=C/c2cc(Br)ccc2O)cc1	28	-15	3.6	7	-3	3	55
CCOC(=O)C1=CCC(c2cccc3ccccc23)N(S(=O)(=O)c2ccc(C)cc2)C1 (configuration not stated)	5	2	4.4	-34	-4	-6	11
CC(C)c1nccn1CCC(=O)O	/	16	-1.0	3	9	/	/
Cc1ccc(S(=O)(=O)Nc2ccc3c(c2)CC(=O)N([C@@H](C)CO)C[C@@H](C)[C@H](CN(C)C(=O)NC(C)C)O3)cc1	0[16.7 µM]	8	-1.7	-3	-7	/	-20
Cn1nnnc1SCC(=O)Nc1ccc(Br)cc1Br	-11	6	0.0	-2	-5	-6	-36
O=S(=O)(Nc1ccc(-n2cccc2)cc1)c1ccc(Cl)cc1Cl	8	-40	/	/	/	1	9
CCOc1cc(S(=O)(=O)Nc2ncn[nH]2)ccc1Br	/	6	-4.1	5	-18	6	-8
CC1CC(C)(C)CC2(C1)NC(=O)N(CC(=O)OCc1ccc(Br)cc1)C2=O (configuration not stated)	-4	15	-1.9	0	-1	/	5
Cc1ccc(C(=O)N(CN2CCCC2=O)c2ccccc2)cc1C	-2	/	/	/	/	8	15
O=C(COc1cccc(Br)c1)Nc1ccc(Cl)c(S(=O)(=O)N2CCOCC2)c1	-4	/	-1.6	10	-4	-3	16
CN1OC[C@@H]2CN(Cc3ccccc3)[C@H](c3ccc(N4CCCCC4)cc3)C[C@@H]21	0	-37	-2.7	5	1	1	-29
Cc1ccc(S(=O)(=O)Nc2ccc3c(c2)CC(=O)N([C@@H](C)CO)C[C@@H](C)[C@H](CN(C)C(=O)Nc2c(C)noc2C)O3)cc1	-7[16.7 µM]	1	-0.4	-10	0	/	4
CCC(=O)N1CC2(CCN(C(=O)NC(C)C)CC2)c2c(n(C)c3cc(OC)ccc23)[C@@H]1CO	/	8	0.4	-4	2	/	/
CCOP(=O)(OCC)C(NC(=O)Nc1ccccc1)C(N)=O (configuration not stated)	/	8	/	/	/	-2	1
COc1cccc(-n2c(SCC(=O)NCc3cccs3)nc3ccccc3c2=O)c1	/	-1	/	1	2	5	9
Next part
SMILES	miR122 inh	GSIS activator	F508del corr	EWS-Fli inh	DENV2 CPE	FN deposition inh	PAX8 inh HTS
COc1ccc(S(=O)(=O)N2CCCCC2)cc1NC(=O)CCCOc1ccccc1	-9	/	-0.2	3	-4	3	14
O=C(NNCc1ccc(O)cc1)c1ccccc1Cl	-2	-1	0.4	-50	75*	-2	-55
CCCCn1c(N)c(N(CCOC)C(=O)c2cc3c(s2)CCC(C)C3)c(=O)[nH]c1=O (configuration not stated)	-1	-7	-3.5	-10	13	-2	-4
Cc1nc(-c2ccc(S(=O)(=O)N3CCN(C(c4ccccc4)c4ccccc4)CC3)s2)cs1	-6	/	0.6	13	1	-12	-167
Cc1cc(C)nc(NC(=O)c2cccs2)c1	-8	8	2.6	-42	13	0	-48
O=[N+]([O-])c1ccc(OC2OCC(O)C(O)C2O)cc1 (configuration not stated)	/	3	0.0	-4	8	4	0
CCN1[C@@H]2c3ccc(-c4ccccc4OC)c(=O)n3C[C@H]1[C@H](CO)[C@H]2C(=O)N1CCOCC1	6[16.7 µM]	16	-0.3	-3	11	/	/
O=C(c1ccc(-n2cncn2)c([N+](=O)[O-])c1)N1CCN(S(=O)(=O)c2ccc(Br)cc2)CC1	-6	0	3.7	-6	8	-1	-6
CC1(C)CC(=O)C(=C2SCCCS2)C(=O)C1	-4	17	/	/	/	-12	-14
CC1=NN(C(N)=S)C(=O)C1N=Nc1ccc(Br)cc1 (configuration not stated)	0	-2	-1.4	-102	1	-4	-137
CSc1ccc(CCNC(=O)CN2C(=O)c3cccnc3Oc3ccc(C)cc32)cc1	-4	-6	2.3	-7	?	0	-8
CCOc1ccc(N(CC(=O)Nc2cccnc2)S(C)(=O)=O)cc1	/	5	-2.1	0	0	1	9
CO[C@H]1CN(C)C(=O)c2cc(NS(=O)(=O)c3cccc(F)c3)ccc2OC[C@H](C)N(C(=O)Cc2cccnc2)C[C@@H]1C	/	-6	0.4	2	3	11	7
CCCN1C2=C(C(=O)CC(C)(C)C2)C(c2ccc(F)cc2)C2=C1c1ccccc1C2=O (configuration not stated)	14	-3	/	/	/	3	/
O=C(CCN1C(=O)c2ccccc2S1(=O)=O)Nc1ccc2c(c1)OCCO2	2	-1	-1.6	-7	-2	/	/
CCOc1ccc(/C=N/NC(=O)CN2CCCCC2)cc1OCC	/	17	0.2	-77	0	0	-37
